ERAP1 HTS inh – inhibitors of human ERAP1 aminopeptidase; actives 0.15% (n = 340,000); inhibition, % at 10.7 µM; recombinant ERAP1, Leu-AMC fluorescence, 60 min;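 active = mean replicate inhibition of at least 30%, or all replicates individually reaching that 30% level; inactive = mean below 30% and not every replicate reaching it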;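 note: 0% = neutral control wells and 100% = L-leucinethiol positive control wells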
Target sequence (Q9NZ08 whole entry, looked up): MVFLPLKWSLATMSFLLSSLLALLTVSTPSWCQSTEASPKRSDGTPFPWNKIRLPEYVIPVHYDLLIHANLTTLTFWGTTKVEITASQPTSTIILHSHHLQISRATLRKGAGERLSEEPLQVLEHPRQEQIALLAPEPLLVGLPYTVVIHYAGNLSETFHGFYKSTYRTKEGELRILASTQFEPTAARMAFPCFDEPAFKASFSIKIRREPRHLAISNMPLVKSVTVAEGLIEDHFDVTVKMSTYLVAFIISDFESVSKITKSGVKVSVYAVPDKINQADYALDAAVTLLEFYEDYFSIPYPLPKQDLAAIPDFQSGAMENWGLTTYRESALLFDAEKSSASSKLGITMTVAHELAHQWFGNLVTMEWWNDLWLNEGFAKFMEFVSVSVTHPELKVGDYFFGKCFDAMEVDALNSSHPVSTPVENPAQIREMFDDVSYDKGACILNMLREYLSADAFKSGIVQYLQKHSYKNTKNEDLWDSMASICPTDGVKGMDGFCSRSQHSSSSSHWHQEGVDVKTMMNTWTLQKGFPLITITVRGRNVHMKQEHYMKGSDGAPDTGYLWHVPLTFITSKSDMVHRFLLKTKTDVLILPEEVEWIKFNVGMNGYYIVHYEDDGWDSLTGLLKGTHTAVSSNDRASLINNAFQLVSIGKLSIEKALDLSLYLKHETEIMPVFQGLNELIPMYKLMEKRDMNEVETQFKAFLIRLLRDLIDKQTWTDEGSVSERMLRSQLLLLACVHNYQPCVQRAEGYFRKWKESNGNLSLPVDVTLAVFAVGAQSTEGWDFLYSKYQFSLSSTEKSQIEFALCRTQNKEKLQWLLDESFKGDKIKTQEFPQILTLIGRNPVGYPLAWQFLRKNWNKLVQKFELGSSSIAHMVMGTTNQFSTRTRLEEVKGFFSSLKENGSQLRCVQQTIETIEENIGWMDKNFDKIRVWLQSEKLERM
S100A4 MyoIIA – blocks human S100A4 binding to myosin IIA peptide; S100A4/TAMRA-MyoIIA peptide fluorescence polarization; inhibition, % at 10.7 µM; actives 0.14% (n = 360,000); AID 652163;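 active = mean inhibition of at least 70% across replicates, with every replicate also reaching that level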
Target sequence (P26447 whole entry, looked up): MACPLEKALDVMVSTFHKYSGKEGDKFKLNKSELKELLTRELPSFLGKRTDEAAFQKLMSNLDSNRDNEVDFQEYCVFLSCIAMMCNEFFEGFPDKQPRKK
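Test system: S100A4 monomer protein; Medium: HEPES pH 7.2 with CaCl2, KCl, NaCl, DTT, Triton; Probe or stimulus: TAMRA-labelled myosin IIA heavy-chain peptide probe, 5 nM; Doses: one dose per compound; Times: polarization read 5 min after assay mix addition, stable 5–60 min; Benchmarks: neutral control DMSO, positive control TFP.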
PGC1a acetyl inh – modulators of PGC1a acetylation | U2OS PGC1a acetylation, AlphaScreen anti-acetyl-lysine; with virally co-expressed GCN5 acetyltransferase | inhibition, % at 15.6 µM | actives 0.17% (n = 350,000);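 active = every replicate shows inhibition of at least 40%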;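 note: 0% = neutral control wells and 100% = positive control wells; some results beyond the cut were filed as inactive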
SIRT5 inh – inhibitors of human sirtuin-5 desuccinylase; actives 1.1% (n = 330,000); AID 652115; inhibition, % at 15 µM; Purified SirT5, succinyl-peptide AMC, trypsin-coupled fluorescence; Q9NXA8; in the data active = inhibition above about 15%
LGR2 inh – inhibitors of bursicon-induced Drosophila LGR2 receptor cAMP signaling | HEK293 LGR2, CRE-luciferase, bursicon-stimulated, 4 h | inhibition, % at 9.99 µM | actives 0.35% (n = 380,000);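 active = drop in luminescence signal, shown as inhibition above about 50% in the replicate tests, limit read from the data, passing the limit was not always enough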;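 note: agonist challenge used bursicon conditioned medium at about half maximal strength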
Statin myotox sup – protects C2C12 myotubes from simvastatin toxicity | ATP luminescence, 48 h; scaled: DMSO 0, geranylgeraniol control 100 | actives 0.78% (n = 330,000) | rescue of ATP level, % at 7.49 µM | AID 602340;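 active = mean ATP rescue above about 67%, or every replicate alone reaching that limit, limit read from the data, passing the limit was not always enough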;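 note: myotubes were challenged with 10 µM simvastatin during compound exposure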
Cneo AK release – Cryptococcus neoformans lysis via adenylate kinase release; C. neoformans lysis, adenylate kinase release luminescence, 4 h; normalised: neutral wells 0, clomiphene wells 100; lysis activity, % at 15 µM; actives 0.2% (n = 360,000);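 active = mean lysis activity across replicates of at least 80%, whatever share of replicates individually reach that level; inactive = mean lysis activity below 80%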
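Assay system: Cryptococcus neoformans yeast cells / Dosing: single-point compound dose / Timing: 4 h at 37 °C static, read 1 h later / Measured by: luminescence of released adenylate kinase using an AK detection reagent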
XiGFP reactiv – activators of X-chromosome reactivation in mouse fibroblasts | XiGFP mouse fibroblasts, % GFP-positive cells imaging, 3 d; cells co-treated with 5-aza-dC sensitizer; scaled so ellipticine positive control = 100% | activation, % at 7.58 µM | actives 0.055% (n = 360,000) | AID 743238;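 active = mean normalized replicate activation at least 10% and every replicate at or above 10%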;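 note: 0% = median of on-plate neutral control wells and 100% = ellipticine 6 µM median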
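Schedule: 3 d treatment, 15 min room-temperature fixation; system: 68-5-11 XiGFP fibroblast line; buffer or medium: DMEM plus 5-aza-dC sensitizer; control set: ellipticine 6 µM positive control; compound: one concentration, pinned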
The depositor's hits bear a star; nt = not tested or not shown; & = joins results of further samples.

SMILES | ERAP1 HTS inh | S100A4 MyoIIA | PGC1a acetyl inh | SIRT5 inh | LGR2 inh | Statin myotox sup | Cneo AK release | XiGFP reactiv
N#Cc1ccccc1NC(=O)CSc1n[nH]c(=O)n1C1CC1 | 5 | 1 | 5 | nt | 2 | -4 | 3 | 0.1
CCN(CC)C(=O)C1=C(C)N(CCCOC)C(=O)C(CC(=O)NC2CC2)C1 (stereo unspecified) | -7 | 0 | 6 | -2 | 15 | 17 | 0 | -0.2
CC1=C(C(=O)N2CCOCC2)CC(CC(=O)NC2CCCC2)C(=O)N1Cc1ccc(F)cc1 (stereo unspecified) | nt | 64 | 10 | -3 | 1 | 4 | 2 | 0.0
CCOC(=O)C1CCCN(C(=O)c2cc(-c3ccccc3)nc3ccccc23)C1 (stereo unspecified) | 1 | 3 | -2 | -7 | -30 | nt | nt | 0.0
CCCc1cc(=O)[nH]c(SCC(=O)Nc2c(C)cccc2C)n1 | -6 | 3 | -4 | -1 | 7 | -2 | -1 | nt
C[C@@H]1CN([C@@H](C)CO)C(=O)c2cc(NC(=O)CCC(F)(F)F)ccc2O[C@@H](C)CCCCO[C@H]1CN(C)S(=O)(=O)c1ccccc1 | -2 | -10 | 10 | 1 | 4 | nt | 51 | -0.1
COc1cc(CNCCc2ccc(S(N)(=O)=O)cc2)ccc1OCC(=O)NC(C)(C)C | nt | nt | 6 | nt | -1 | nt | 0 | 0.0
CC1Cc2ccccc2N1C(=O)CN(C)CC(=O)Nc1ccc(OC(F)(F)F)cc1 (stereo unspecified) | -5 | -6 | -3 | -1 | 0 | -1 | 4 | 0.1
COC(=O)N/N=C/c1cn(Cc2ccccc2F)c2ccccc12 | nt | 0 | 2 | -3 | nt | -10 | 0 | 0.0
O=C(Cc1ccccc1)N1CCC2(CC1)NCCc1[nH]cnc12 | -1 | 0 | 0 | -1 | 0 | -3 | 6 | 0.0
O=C(C[C@@H]1CC[C@H](NC(=O)Nc2ccc3c(c2)OCO3)[C@@H](CO)O1)NCc1ccc(Cl)cc1 | -1 | 7 | 6 | -3 | 1 | -2 | 2 | -0.6
CCN(CC(=O)NNC(=O)c1ccccc1)Cc1ccc(OC)c(F)c1 | 3 | 16 | nt | 2 | -6 | -1 | 2 | 0.4

An excerpt from above in order of SMILES length, largest number first.
SMILES | ERAP1 HTS inh | S100A4 MyoIIA | PGC1a acetyl inh | SIRT5 inh | LGR2 inh | Statin myotox sup | Cneo AK release | XiGFP reactiv
COc1cc(CNCCc2ccc(S(N)(=O)=O)cc2)ccc1OCC(=O)NC(C)(C)C | nt | nt | 6 | nt | -1 | nt | 0 | 0.0
CCOC(=O)C1CCCN(C(=O)c2cc(-c3ccccc3)nc3ccccc23)C1 (stereo unspecified) | 1 | 3 | -2 | -7 | -30 | nt | nt | 0.0
COC(=O)N/N=C/c1cn(Cc2ccccc2F)c2ccccc12 | nt | 0 | 2 | -3 | nt | -10 | 0 | 0.0

Returning to the listing, starting two compounds before the break.
SMILES | ERAP1 HTS inh | S100A4 MyoIIA | PGC1a acetyl inh | SIRT5 inh | LGR2 inh | Statin myotox sup | Cneo AK release | XiGFP reactiv
O=C(C[C@@H]1CC[C@H](NC(=O)Nc2ccc3c(c2)OCO3)[C@@H](CO)O1)NCc1ccc(Cl)cc1 | -1 | 7 | 6 | -3 | 1 | -2 | 2 | -0.6
CCN(CC(=O)NNC(=O)c1ccccc1)Cc1ccc(OC)c(F)c1 | 3 | 16 | nt | 2 | -6 | -1 | 2 | 0.4
CCOc1ccccc1N(C(=O)Nc1ccc(Cl)cc1)C1=NCCS1 | 5 | -1 | 57 | -5 | 22 | 0 | -5 | 0.0
Cc1ccc(N2C(=O)CC3(CCCC3)CC2=O)cc1 | nt | 1 | nt | -5 | 21 | nt | nt | 0.0
C[C@H](CO)N1C[C@H](C)[C@@H](CN(C)Cc2ccc(Oc3ccccc3)cc2)Oc2c(NS(=O)(=O)c3ccc(Cl)cc3)cccc2C1=O | 0 | -5 | -18 | -1 | -1 | -33 | 2 | 0.0
COc1ccc(CN(C)C(=O)COC(=O)c2cc([N+](=O)[O-])ccc2N2CCCC2)c(OC)c1OC | 0 | 3 | -9 | 0 | -26 | 9 | 0 | -0.4
OC(CN1CCCC1)Cn1ccc2ccccc21 (stereo unspecified) | 3 | -4 | nt | -4 | 9 | -7 | -1 | -0.1
CC(C)NC(=O)N(C)C[C@@H]1Oc2cc(C#Cc3ccc(F)cc3)ccc2S(=O)(=O)N([C@@H](C)CO)C[C@H]1C | 2 | -3 | 6 | 10 | -1 | -1 | -2 | -0.2
Cc1cc2[nH]c(=O)c(=O)[nH]c2cc1S(=O)(=O)Nc1cccc(Cl)c1C | 0 | -1 | 5 | 2 | -8 | -9 | -3 | 0.0
COc1ccc2nc(-c3ccccc3)nc(C3CCCCC3)c2c1 | 3 | -3 | 10 | -2 | -7 | 18 | -2 | 0.0
COCCN(CC1CCCN(C2Cc3ccccc3C2)C1)C(=O)c1cccc(C)c1 (stereo unspecified) | 0 | -1 | 5 | 1 | -20 | 11 | -1 | 0.0
CC1CCN(C(=O)CSc2n[nH]c(-c3cccs3)n2)CC1 | -4 | 2 | nt | -4 | -11 | -11 | -4 | -0.1
COc1ccc(CN(CC(=O)NC2CCCC2)C(=O)CCC(=O)Nc2nc(C)cs2)cc1 | -4 | -2 | -11 | -5 | 12 | -43 | 0 | 0.3
Cc1ccc(-n2c(N)c(C(=O)Nc3ccccc3F)sc2=S)cc1C | 1 | -2 | 6 | 0 | -4 | -4 | -3 | 0.0
FC(F)(F)COc1ccc(-c2nnc(SCc3ccccc3)o2)cn1 | nt | -2 | -1 | -1 | 2 | -12 | 3 | 0.1
COc1ccc(Cl)cc1NC(=O)CN(C)Cc1ccc(OC)c(OC)c1 | -3 | -4 | 5 | -5 | 1 | 10 | 2 | 0.1
Cc1onc(-c2ccccc2Cl)c1C(=O)Nc1nnc(-c2ccc(Br)cc2)s1 | 2 | 3 | nt | 1 | -22 | -11 | 3 | 0.1
N#CCO/N=C/C(=O)Nc1ccc(F)cc1F | 0 | 3 | nt | -4 | nt | nt | nt | -0.1
Fc1ccc(C2=CC(c3ccco3)n3nnnc3N2)cc1 (stereo unspecified) | -2 | -4 | 2 | -2 | nt | nt | 3 | 0.1
Cc1cccc(C)c1OCc1nc2ccccc2c(=O)n1/N=C/c1c[nH]c2ccccc12 | -2 | -1 | nt | 2 | nt | nt | nt | 0.4
Cn1cnnc1SCC(=O)NNC(=O)c1ccc([N+](=O)[O-])cc1 | 2 | -12 | 14 | 3 | 5 | 6 | -1 | 0.3
O=C1CC(c2cccs2)Cc2nc(NC(=O)C3CC3)ncc21 (stereo unspecified) | nt | -5 | -3 | nt | -6 | nt | 1 | 0.1
Cc1nn(C)cc1C(C(=O)NC1CCCCC1)N(Cc1ccc(F)cc1)C(=O)c1cnccn1 (stereo unspecified) | 2 | -2 | -12 | -2 | 9 | nt | nt | 0.0
Cc1nc2ccccc2c2oc(C(=O)N3CCC(C)CC3)cc12 | 1 | 0 | -13 | 3 | -35 | 15 | 1 | 0.0
O=C(CCSc1ccccc1)NC1CCCCCC1 | 2 | -2 | 3 | -2 | -175 | nt | nt | 0.1
C[C@H](CO)N1C[C@H](C)[C@@H](CN(C)Cc2ccc(C(=O)O)cc2)OCCCC[C@H](C)Oc2ccc(NC(=O)CCCN(C)C)cc2C1=O | 0 | 30 | -2 | -3 | -22 | nt | nt | -0.1
CC1(C(=O)NS(=O)(=O)c2ccccc2Cl)CCN1C(=O)c1ccccc1CCc1ccccc1 (stereo unspecified) | -4 | 57 | -5 | 0 | -8 | 3 | 0 | 0.3
CC(C)[C@H](NC(=O)[C@@H]1CSC2c3ccccc3C(=O)N21)C(=O)NC1CCCC1 (stereo partly specified) | -1 | -4 | nt | 1 | -1 | 21 | 1 | 0.0
CC1CCN(S(=O)(=O)c2ccc(NC(=O)C3CC3)cc2)CC1 | 1 | 12 | 15 | -2 | -7 | -14 | nt | -0.1
O=C(NCc1ccco1)C1Cc2ccccc2CN1C(=O)c1ccco1 (stereo unspecified) | 14 | 7 | -20 | 0 | -1 | -3 | nt | 0.1
CN(C)c1ccc2c(c1)[C@@H]1C[C@H](CC(=O)NCC3CC3)O[C@@H](CO)[C@@H]1O2 | 0 | 10 | 1 | 3 | -3 | -4 | -1 | -0.1
C[C@H](CO)N1C[C@H](C)[C@@H](CN(C)S(=O)(=O)c2ccc(F)cc2)Oc2c(NC(=O)CCCCCC(=O)Nc3ccccc3N)cccc2C1=O | 2 | -1 | 4 | -1 | 9 | nt | nt | -0.4
COc1ccccc1/C=C\C=N\n1c(-c2ccc(Cl)cc2)n[nH]c1=S | 6 | 18 | nt | -4 | -7 | nt | nt | 0.3
Clc1ccc(SCCCCN2CCNCC2)cc1 | 1 | 0 | -24 | -4 | -11 | 3 | 0 | 0.0
Fc1ccc(Cn2c(SCc3ccc(F)c(C(F)(F)F)c3)nnc2C(F)(F)F)cc1 | nt | nt | -24 | nt | 3 | -13 | 0 | nt
COc1ccc(/C=C2/SC(=O)N(CCC(=O)Nc3ccc(C)cc3)C2=O)cc1OC | 0 | 1 | nt | -7 | 16 | nt | nt | 0.5
CC1CC(C)CN(C(=O)Cn2c(=O)c3cccn3c3cccnc32)C1 (stereo unspecified) | 2 | -4 | -11 | -3 | -4 | 27 | -3 | 0.0
CCN(C(=O)COC(=O)c1cncc(Br)c1)C1CCS(=O)(=O)C1 (stereo unspecified) | -3 | 12 | 0 | nt | 5 | nt | nt | 0.2
CCC(=O)Nc1ccc2c(c1)C(=O)N(C)C[C@H](OC)[C@H](C)CN(C(=O)Cc1cccnc1)[C@@H](C)CO2 | -2 | -1 | -6 | -3 | 2 | 3 | -2 | 0.3
CCCc1cc(C(=O)Nc2cc(Br)ccc2O)no1 | 4 | 0 | -2 | -2 | -56 | 5 | 0 | 0.0
COCc1c(C(N)=O)nnn1-c1nonc1N | nt | nt | -2 | nt | 3 | 3 | 9 | nt
Cc1ccc(/C=N/N2CCN(c3ccccn3)CC2)o1 | nt | -1 | nt | -3 | -10 | nt | nt | 0.0
NNc1nc2sc3c(c2c(=O)n1-c1ccccc1)CCCC3 | 5 | -2 | -8 | 2 | -25 | -1 | nt | -0.1
Cc1csc(=O)n1CCC(=O)OCC(=O)NNC(=O)c1ccccc1 | -1 | -15 | 9 | -1 | -1 | nt | nt | 0.0
CC(C)(C)OC(=O)C[C@@H]1C/C=C\C[C@H](CC(=O)N(CCO)Cc2ccccc2)C(=O)NC[C@H](c2ccccc2)OC1=O | 6 | -1 | nt | 4 | 18 | -16 | -4 | 0.2
N#C[C@H]1[C@H](c2ccc(-c3cncnc3)cc2)[C@@H](CO)N1C(=O)Cc1ccccc1 | 1 | -23 | -6 | 4 | -4 | -2 | -4 | -0.1
COc1ccc(Cn2cnc3c(N)c(C)c(C)cc32)cc1 | -2 | 5 | 3 | 1 | 6 | nt | nt | 0.0
CN(Cc1ccon1)C(=O)CCc1nnc(CCCCc2ccccc2)o1 | -10 | 1 | 14 | -3 | -1 | 1 | -4 | 0.3
O=C(CNC(=S)N(Cc1ccccc1)Cc1ccccc1F)NCCc1ccc(Cl)cc1 | 8 | 13 | 14 | 8 | 18 | 8 | -2 | 0.0
COc1ccc(C#Cc2ccc3c(c2)[C@]2(C(=O)N3)[C@H](C(=O)N3CCN(c4ncccn4)CC3)[C@H]3C(=O)O[C@H](c4ccccc4)[C@H](c4ccccc4)N3[C@@H]2c2ccc(O)cc2)cc1 | 4 | -18 | -2 | 0 | nt | nt | 15 | nt
C[C@H]1CN([C@@H](C)CO)C(=O)CCCn2nncc2CO[C@@H]1CN(C)C(=O)Nc1ccccc1F | 4 | -3&-2 | 17 | -2&0 | 4&-12 | 8 | -3 | -0.1&0.1

This is a subset; rates above refer to the full screens.
